# TWEAK Fn14 block = inhibitors of TWEAK-Fn14 interaction signaling; hit rate 2% among 360,000; inhibition, % at 10 µM; TWEAK-stimulated Fn14 reporter cells, luciferase luminescence, 8 h; in the data active = inhibition above about 50%
# NR2F2 inh = NR2F2 (human) inhibition, primary screen. HEK293T NGFI-A luciferase reporter, luminescence. inhibition, % at 8.6 µM. hit rate 0.7% among 370,000. AID 686940;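 active = inhibition above a per-plate cutoff, mean inhibition of test wells between control levels plus 3 SD, cut at about 38% in these data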;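 note: cells cotransfected with COUP-TFII expression vector driving the NGFI-A reporter; 0% = median of COUP-TF2 test wells and 100% = reporter-only cells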
# SRC1 inh = inhibitors of human steroid receptor coactivator 1 (SRC1); HEK293 GAL4-SRC1 luciferase reporter, luminescence; AID 588354; inhibition, % at 3.6 µM; hit rate 0.12% among 360,000; Q15788;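 active = inhibition above the campaign mean plus 3 SD, with each screening campaign given its own cutoff, cut at about 60% in these data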;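 note: 0% = DMSO treated cells and 100% = gossypol at 36 µM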
# Target sequence (Q15788 whole entry, looked up, the tested form may be a part): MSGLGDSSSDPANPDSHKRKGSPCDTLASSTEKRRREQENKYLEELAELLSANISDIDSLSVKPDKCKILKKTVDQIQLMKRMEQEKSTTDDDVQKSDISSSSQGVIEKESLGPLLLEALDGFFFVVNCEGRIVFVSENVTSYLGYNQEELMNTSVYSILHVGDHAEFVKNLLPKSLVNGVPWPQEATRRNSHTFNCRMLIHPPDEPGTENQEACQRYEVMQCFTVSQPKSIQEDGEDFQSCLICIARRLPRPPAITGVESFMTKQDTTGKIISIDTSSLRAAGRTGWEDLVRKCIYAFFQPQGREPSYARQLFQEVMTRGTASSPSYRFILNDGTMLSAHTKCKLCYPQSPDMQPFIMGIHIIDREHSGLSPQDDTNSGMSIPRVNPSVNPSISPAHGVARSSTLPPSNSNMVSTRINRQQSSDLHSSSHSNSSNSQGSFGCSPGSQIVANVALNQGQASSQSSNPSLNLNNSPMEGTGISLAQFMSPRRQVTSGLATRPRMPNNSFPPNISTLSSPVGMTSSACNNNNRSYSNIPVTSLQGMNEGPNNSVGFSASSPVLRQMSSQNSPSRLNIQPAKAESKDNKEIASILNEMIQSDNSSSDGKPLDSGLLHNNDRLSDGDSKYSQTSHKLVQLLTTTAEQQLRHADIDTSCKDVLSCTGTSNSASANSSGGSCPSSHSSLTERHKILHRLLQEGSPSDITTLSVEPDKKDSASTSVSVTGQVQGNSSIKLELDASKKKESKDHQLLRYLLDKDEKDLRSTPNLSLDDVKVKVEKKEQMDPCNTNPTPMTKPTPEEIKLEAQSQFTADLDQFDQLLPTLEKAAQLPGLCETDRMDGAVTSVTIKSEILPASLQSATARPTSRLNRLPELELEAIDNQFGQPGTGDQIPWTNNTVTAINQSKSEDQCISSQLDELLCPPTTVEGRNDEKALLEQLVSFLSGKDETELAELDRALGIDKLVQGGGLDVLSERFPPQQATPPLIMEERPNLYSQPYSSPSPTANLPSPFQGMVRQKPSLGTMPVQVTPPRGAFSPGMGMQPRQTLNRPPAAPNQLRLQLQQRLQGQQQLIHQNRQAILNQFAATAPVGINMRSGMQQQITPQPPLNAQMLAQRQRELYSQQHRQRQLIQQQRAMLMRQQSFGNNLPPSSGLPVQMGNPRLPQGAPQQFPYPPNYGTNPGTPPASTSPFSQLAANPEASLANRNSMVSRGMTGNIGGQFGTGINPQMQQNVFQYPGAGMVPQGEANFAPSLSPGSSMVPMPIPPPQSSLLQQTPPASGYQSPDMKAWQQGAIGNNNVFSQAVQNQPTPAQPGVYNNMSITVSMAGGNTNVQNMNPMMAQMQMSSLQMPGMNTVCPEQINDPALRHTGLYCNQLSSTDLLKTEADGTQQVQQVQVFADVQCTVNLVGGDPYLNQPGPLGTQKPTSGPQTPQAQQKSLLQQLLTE
# TRAIL sens C8 = sensitizes caspase-8 expressing cells to TRAIL; inhibition (viability loss, TRAIL sensitization), % at 10 µM; hit rate 1% among 360,000; AID 624354; NB7+C8 cells + TRAIL, ATPlite viability luminescence;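 active = compounds causing at least 50% loss of cell viability in the single-dose screen, relative to plate controls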
# NR5A2 inv ag = inverse agonists of human LRH-1 (NR5A2) | hit rate 0.13% among 360,000 | O00482 | inhibition, % at 3.6 µM | HEK293T StAR-luciferase reporter, LRH-1 transfected, 24 h;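 active = inhibition above the mean inhibition of all tested compounds plus 3 SD, cut at about 73% in these data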;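 note: 0% = DMSO wells and 100% = reporter-only cells lacking LRH-1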
# CF NFkB block = cystic fibrosis NF-kB activation inhibition; KKLEB NF-kB-GFP reporter, PAF-induced, GFP fluorescence overnight; inhibition, % at 5 µM; hit rate 0.86% among 360,000; AID 588850;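 active = at least 50% inhibition at 5 µM, scaled per plate between neutral and stimulator controls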;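 note: PAF is a Pseudomonas aeruginosa culture filtrate used as stimulus; plate controls were PAF-stimulated DMSO wells for no effect and unstimulated DMSO wells for full effect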
# Shn3 inh set2 = reduces Shn3 3'UTR luciferase signal in osteoblasts; Clone20 osteoblast Shn3 3'UTR firefly luciferase, 24 h; inhibition, % at 12.5 µM; hit rate 0.52% among 360,000; AID 588674;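 active = mean inhibition of at least 75% with every replicate also reaching 75%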;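 note: 0% = median of neutral control wells and 100% = pilot-screen positive control compound; some compounds past the cut are filed as inactive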
# TROY signal inh = blocks TROY-dependent signaling in reporter cells | Q293 LMP1-TROYcd NF-kB luciferase reporter, 4 h | inhibition, % at 10 µM | hit rate 0.98% among 360,000 | AID 1347056;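 active = compounds whose plate-normalised and pattern-corrected inhibition of the luciferase reporter signal at the single screening dose is 50% or more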
# KKLEB tox = reduces viability of KKLEB cystic fibrosis airway cells | KKLEB CF airway cells viability, ATPlite luminescence, overnight; active compounds read low; cells stimulated with P. aeruginosa culture filtrate | activity change (cytotoxicity), % at 5 µM | hit rate 0.36% among 360,000;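 active = corrected activity change at or below -50% at 5 µM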
# LMP1 NFkB inh = Epstein-Barr LMP1 NF-kappaB reporter inhibition | LMP1-induced NF-kappaB luciferase reporter cells, luminescence | inhibition, % at 12.5 µM | hit rate 0.69% among 350,000 | AID 504558; in the data active = inhibition above about 41%;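 note: 0% = neutral control wells and 100% = reference inhibitor control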
# SRC3 inh = inhibits human SRC3 coactivator | hit rate 0.17% among 360,000 | HEK293 GAL4-SRC3 luciferase reporter, luminescence | Q9Y6Q9 | AID 588352 | inhibition, % at 3.6 µM;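 active = inhibition above a per-campaign cutoff, the mean of all compounds plus 3 SD, cut at about 60% in these data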;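 note: 0% = DMSO-treated cells and 100% = gossypol-treated cells at 36 µM; higher means less SRC3-driven luciferase light from the GAL4 reporter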
# * marks the source's active call; other numbers are inactive results; x = not tested or not shown.
SMILES,TWEAK Fn14 block,NR2F2 inh,SRC1 inh,TRAIL sens C8,NR5A2 inv ag,CF NFkB block,Shn3 inh set2,TROY signal inh,KKLEB tox,LMP1 NFkB inh,SRC3 inh
O=c1[nH]c2ccc(Cl)cc2c(-c2ccccc2)c1N1CCN(c2ccccn2)CC1,18,-7,-24,-2,17,7,15,-4,8,0,4
COc1ccccc1CCNC(=O)NC1CCCCC1,0,-20,-30,5,-22,0,0,-47,-5,-1,0
COc1ccc(NC(=O)c2ccc(NC(=O)C3COc4ccccc4O3)cc2)c(OC)c1 (stereo unspecified),-3,-22,-6,-4,0,4,-1,-7,1,-8,-15
COc1cccc(CNC(=O)Cn2cc3c(n2)CCCCC3)c1,4,-15,9,2,11,10,-2,-13,-6,-6,8
Cc1ccc(Nc2nc(N)nc(CSc3nnnn3-c3ccccc3)n2)cc1,9,-9,-6,-14,16,2,-2,-3,-2,-3,6
Cc1ccc(S(=O)(=O)N2CCN(C(=O)CNC(=O)c3ccc(Br)o3)CC2)cc1,-12,-4,-6,11,15,18,2,-9,2,6,-42
COc1ccc(-c2cnc3c(c2)C(=O)N([C@H](C)CO)C[C@H](C)[C@H](CN(C)C(=O)Cc2cccnc2)O3)cc1,-18,0,1,-1,-2,10,-11,-19,-4,2,9
CC(C)c1[nH]c(=O)c(C#N)c2c1CSC(C)(C)C2,5,5,-8,-3,3,-5,6,-5,2,4,-16
CC(C)NC(=O)c1cc(C2CCCCN2C(=O)c2ccc(C(C)C)cc2)on1 (stereo unspecified),-7,8,1,-1,0,8,5,12,5,x,-28
COC(=O)c1ccccc1C(=O)N1CC(O)CO1 (stereo unspecified),2,-3,-29,13,-8,11,0,-8,5,0,1
CC1CCc2nc3ccc(S(=O)(=O)N4CCC(C(=O)NCc5ccccc5Cl)CC4)cc3c(C(=O)O)c2C1 (stereo unspecified),-24,4,-4,2,-9,3,-30,-27,-11,0,-4
CC(=O)N1CCN(c2ccc(NC(=O)c3ccccc3C)cc2)CC1,5,-8,-13,-18,-6,12,-5,-7,0,-6,3
CCCN(C)C[C@@H]1OCCCC[C@@H](C)Oc2ccc(NS(=O)(=O)c3ccc(OC)cc3)cc2C(=O)N([C@H](C)CO)C[C@@H]1C,2,11,12,-17,-3,-28,-10,6,2,x,16
Cc1cccc(S(=O)(=O)NC(=O)C2(C)CCN2C(=O)c2sccc2C)c1 (stereo unspecified),-2,0,-2,0,-20,-13,-25,9,8,x,-7
CCCCn1c(N)c(N(CC(C)C)C(=O)C2CC(=O)N(c3ccccc3C(C)CC)C2)c(=O)[nH]c1=O (stereo unspecified),3,-5,-16,5,-5,10,-25,12,-3,1,3
CN1CCN(c2ccc(S(=O)(=O)N3CCCCC3)cc2NC(=O)/C=C/c2ccc(OC(F)F)cc2)CC1,-12,-24,-17,11,0,17,-33,-11,-10,0,5
O=S1(=O)CC(N2CCCCC2)CN1Cc1ccc(F)cc1 (stereo unspecified),-6,-3,-1,-9,-4,-4,-4,-6,-14,x,7
COc1cc(OC)cc(-c2c(C#Cc3ccsc3)c3cc(-c4cccc5[nH]ccc45)ccc3n2C)c1,-12,-4,-10,6,-15,5,9,11,-14,5,-11
COc1cccc(NC(=O)CC2Oc3ccccc3NC2=O)c1 (stereo unspecified),18,-4,11,5,-1,-2,-4,5,-4,2,3
C=CCn1c(=O)c(C(=O)NCc2ccccc2)c(O)c2ccccc21,6,6,8,-5,-15,0,-9,21,-17,0,1
CN=c1nc(-c2ccccc2)n(-c2ccccc2)s1,8,-15,-8,-15,-8,-12,25,-12,7,-9,5
CC(C)(C)OC(=O)C[C@@H]1C/C=C\C[C@@H](CC(=O)N(CCO)Cc2ccccc2)C(=O)N[C@H](Cc2ccccc2)COC1=O,-3,13,-7,-8,10,8,-8,1,8,2,-14
CC(=O)N(OCc1ccc(OC(C)C)c(Cl)c1)C(C)=O,-7,14,-4,-26,5,3,3,-12,2,-7,12
Cc1cccc(NC(=S)N2CCCCCC2)c1C,-5,9,-23,-6,-14,-7,-25,-1,9,0,7
O=C(COc1ccc2c3c(c(=O)oc2c1)CCCC3)NCC(O)c1ccccc1 (stereo unspecified),-19,-8,-1,0,14,-28,-4,-15,3,x,-10
COc1cccc(CNc2nc3cc(-c4cccc(C(F)(F)F)c4)sc3c(=O)n2C)c1,-7,-10,0,17,18,-18,6,-15,11,x,-20
COc1ccc(CCC(=O)N2CCN(c3ccc(OC)cc3)CC2)cc1,8,-2,-2,1,-6,0,16,0,-10,-4,-22
CC(=O)c1ccc(OCc2ccccc2)c(C)c1O,-18,-14,-34,11,-17,-12,-50,-45,4,-15,-62
c1ccc(CNc2nc(NCC3CC3)nc3cc(-c4ccccc4)sc23)cc1,-25,7,12,55*,-50,-11,44,-74,-3,x,-3
CC(C)(CC(=O)O)CC(=O)N1CCCN(c2nc3ccc(Cl)cc3s2)CC1,18,-26,-4,11,-18,-16,0,-5,14,-1,-10
COc1ccccc1N(C)c1cc2c(c3c1ccn3C)C1CCC2C1 (stereo unspecified),40,2,1,12,-1,21,-1,39,-11,x,-8
c1ccc(-c2nc(N3CCCCCC3)c3ccccc3n2)nc1,42,38*,-4,-12,94*,7,80,11,-3,32,25
Cn1c(=O)c(Sc2ccc(Cl)cc2)c(O)c2ccccc21,10,17,-10,0,-17,-26,-9,12,6,6,3
CCOC(=O)c1sc2nc[nH]c(=O)c2c1C,28,2,-5,-7,-11,-4,-2,-17,8,26,15
CSC(=NS(=O)(=O)c1ccc(C)cc1)SC,-2,-3,-18,-22,20,-10,-13,-4,-28,5,3
COc1ccc(OCC(=O)Nc2cc(-c3nn4c(C)nnc4s3)ccc2C)cc1,5,6,4,-1,25,10,-11,7,4,-6,8

# Part of the list above, field by field.
> c1ccc(CNc2nc(NCC3CC3)nc3cc(-c4ccccc4)sc23)cc1
  TWEAK Fn14 block: -25
  NR2F2 inh: 7
  SRC1 inh: 12
  TRAIL sens C8: 55*
  NR5A2 inv ag: -50
  CF NFkB block: -11
  Shn3 inh set2: 44
  TROY signal inh: -74
  KKLEB tox: -3
  LMP1 NFkB inh: x
  SRC3 inh: -3

> CC(=O)N1CCN(c2ccc(NC(=O)c3ccccc3C)cc2)CC1
  TWEAK Fn14 block: 5
  NR2F2 inh: -8
  SRC1 inh: -13
  TRAIL sens C8: -18
  NR5A2 inv ag: -6
  CF NFkB block: 12
  Shn3 inh set2: -5
  TROY signal inh: -7
  KKLEB tox: 0
  LMP1 NFkB inh: -6
  SRC3 inh: 3

> COc1ccc(NC(=O)c2ccc(NC(=O)C3COc4ccccc4O3)cc2)c(OC)c1 (stereo unspecified)
  TWEAK Fn14 block: -3
  NR2F2 inh: -22
  SRC1 inh: -6
  TRAIL sens C8: -4
  NR5A2 inv ag: 0
  CF NFkB block: 4
  Shn3 inh set2: -1
  TROY signal inh: -7
  KKLEB tox: 1
  LMP1 NFkB inh: -8
  SRC3 inh: -15

> COc1ccc(-c2cnc3c(c2)C(=O)N([C@H](C)CO)C[C@H](C)[C@H](CN(C)C(=O)Cc2cccnc2)O3)cc1
  TWEAK Fn14 block: -18
  NR2F2 inh: 0
  SRC1 inh: 1
  TRAIL sens C8: -1
  NR5A2 inv ag: -2
  CF NFkB block: 10
  Shn3 inh set2: -11
  TROY signal inh: -19
  KKLEB tox: -4
  LMP1 NFkB inh: 2
  SRC3 inh: 9

# (continued)
SMILES,TWEAK Fn14 block,NR2F2 inh,SRC1 inh,TRAIL sens C8,NR5A2 inv ag,CF NFkB block,Shn3 inh set2,TROY signal inh,KKLEB tox,LMP1 NFkB inh,SRC3 inh
Cc1cc(C)cc(NC(=S)NC2CC3CCCC(C2)N3C2CCCC2)c1 (stereo unspecified),17,9,10,-8,-9,-12,1,19,11,4,19
COc1ccc(CN2CCN(C(=O)c3ccccc3C(=O)c3ccccc3)CC2)cc1OC,6,-31,-21,-9,-21,11,-49,6,-6,-1,1
O=c1c2ccccc2nnn1-c1ccc(Br)cc1,-9,-49,-74,15,-101,0,-82,-61,5,-9,-73
COC(=O)NNC(=O)C(C)Oc1ccc(Cl)cc1Cl (stereo unspecified),6,x,4,12,10,7,-9,1,4,-3,-11
CCNC(=O)C1(C)CCCN(C(=O)c2cc(OC)ccc2Br)C1 (stereo unspecified),-17,5,6,-2,1,-2,10,3,-8,x,5
CCOC(=O)/C(N=Nc1ccc2c(c1)OCO2)=C(\C)O,1,-23,-117,2,-44,4,-20,16,4,-43,-46
CCOC(=O)CSC1=C(C#N)C(c2ccccc2Cl)C(C(=O)OC)C(=O)N1 (stereo unspecified),-3,-6,-19,6,-1,-13,-8,-3,-10,4,17
CCc1nc2ccc(C(=O)N3CCNC(=O)C3)cn2c1N(C)CCC(C)C,-3,-5,3,-4,2,3,-21,-3,19,x,-10
CCCCC(=O)Nc1nc2c(s1)COc1ccccc1-2,-2,x,2,-16,-9,28,4,-18,8,-22,-1
COc1ccc(CCNC(=O)COC(=O)Cc2ccccc2F)cc1,-3,2,11,-7,-4,-24,-10,4,4,-13,-16
COC(=O)c1cc(S(=O)(=O)NCCN2CCOCC2)cn1C,1,7,5,7,7,-13,-2,-10,5,-2,7
CC1=C(C(=O)N2CCOCC2)C(c2cc(C)cs2)NC(=O)N1 (stereo unspecified),5,-6,1,5,4,-6,5,-3,12,14,1
CC1CCCCC12NC(=O)N(CC(=O)NCCc1ccccc1)C2=O (stereo unspecified),-1,9,2,2,-5,3,-16,-5,-8,-11,-7
CCC(CC)NC(=O)CC(c1ccccc1)c1ccccc1,-6,-5,-1,8,-5,5,-19,19,6,4,26
O=C(CNC(=O)c1ccco1)OCC(=O)c1ccc2ccccc2c1,7,8,-3,1,-9,-6,-17,0,0,-1,3
Nc1ccc(C2CCCc3nonc32)c2nonc12 (stereo unspecified),-1,8,-4,1,-5,23,6,15,-12,4,-3
CCN1C(=O)S/C(=C/c2c(OCc3ccc(C(=O)O)cc3)ccc3ccccc23)C1=O,12,1,3,-5,15,6,23,-3,-12,1,6

# Compound profiles (already shown):
# c1ccc(-c2nc(N3CCCCCC3)c3ccccc3n2)nc1 across the screens: TWEAK Fn14 block: 42; NR2F2 inh: 38*; SRC1 inh: -4; TRAIL sens C8: -12; NR5A2 inv ag: 94*; CF NFkB block: 7; Shn3 inh set2: 80; TROY signal inh: 11; KKLEB tox: -3; LMP1 NFkB inh: 32; SRC3 inh: 25
# CCC(CC)NC(=O)CC(c1ccccc1)c1ccccc1 across the screens: TWEAK Fn14 block: -6; NR2F2 inh: -5; SRC1 inh: -1; TRAIL sens C8: 8; NR5A2 inv ag: -5; CF NFkB block: 5; Shn3 inh set2: -19; TROY signal inh: 19; KKLEB tox: 6; LMP1 NFkB inh: 4; SRC3 inh: 26
# O=C(CNC(=O)c1ccco1)OCC(=O)c1ccc2ccccc2c1 across the screens: TWEAK Fn14 block: 7; NR2F2 inh: 8; SRC1 inh: -3; TRAIL sens C8: 1; NR5A2 inv ag: -9; CF NFkB block: -6; Shn3 inh set2: -17; TROY signal inh: 0; KKLEB tox: 0; LMP1 NFkB inh: -1; SRC3 inh: 3

# These rows are one share of the data; rates above refer to the full screens.
